MBNL1-CUG inh = MBNL1-poly(CUG) RNA binding inhibition. Q9NR56. TR-FRET MBNL1-His/biotin-(CUG)12 binding, 665/545 ratio. Potency, µM (highest dose often 57.5 µM), for inactives: at the highest dose activity change, negative = inhibition, most hits filed as inhibitors. 280,000 tested, 0.036% active; active = well fitted inhibition curve with a large enough effect in the signal ratio, with a control signal flat, not every such curve was filed as active; inconclusive = small, poorly fitted or top-dose-only effect, or effect the other way, or a change in a side signal; inactive = no such curve, though single readings can be large or run the other way; the % refers to the signal ratio; note: % is set by controls: 0 for no effect and ±100 for the full control effect
Target sequence (Q9NR56 whole entry, looked up): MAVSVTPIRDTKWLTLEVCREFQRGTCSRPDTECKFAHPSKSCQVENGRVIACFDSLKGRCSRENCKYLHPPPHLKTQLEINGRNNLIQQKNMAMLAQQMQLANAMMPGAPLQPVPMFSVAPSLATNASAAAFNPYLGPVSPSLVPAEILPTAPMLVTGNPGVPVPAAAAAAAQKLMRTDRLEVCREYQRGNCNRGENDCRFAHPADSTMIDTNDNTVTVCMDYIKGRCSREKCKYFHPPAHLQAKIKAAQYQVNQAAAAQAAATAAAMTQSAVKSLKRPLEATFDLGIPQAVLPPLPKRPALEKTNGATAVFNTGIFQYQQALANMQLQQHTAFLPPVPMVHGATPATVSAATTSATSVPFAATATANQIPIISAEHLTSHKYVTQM
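His-tagged MBNL1 binding to biotinylated (CUG)12 RNA was measured by TR-FRET using terbium anti-His antibody (0.055 ng/ul final) and streptavidin-XL665 (5 nM final). Compounds were titrated 92 nM to 58 uM; 60 min at room temperature.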
NPC1 prom act = activators of NPC1 promoter; 320,000 tested, 2.4% active; Huh7 NPC1 promoter luciferase reporter, 24 h; Potency, µM (top dose mostly 9.22 µM), without a hit: top-dose activation, actives largely listed as activators; AID 485313;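 note: % of control where 0% means no effect; nearly all actives have a fitted effect of over 60% in size; reporter is driven by a mutant NPC1 promoter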
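In 1536-well qHTS, Huh7 cells harboring an NPC1 promoter–luciferase construct received compound for 24 h; activation was quantified by luminescence following luciferase reagent addition.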
FLuc counter = inhibits or activates purified firefly luciferase, miR-21 counter-screen | P08659 | 360,000 tested, 6.9% active | purified FLuc, Km substrates, luminescence inhibition | Potency, µM (highest dose often 57.5 µM), for the others: at the top dose activity change, negative = inhibition, usual class: inhibitors | AID 588342;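 note: plate controls were vehicle for no effect and reference inhibitor for full effect; nearly all actives have a fitted effect of over 55% in size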
Target sequence (P08659 whole entry, looked up): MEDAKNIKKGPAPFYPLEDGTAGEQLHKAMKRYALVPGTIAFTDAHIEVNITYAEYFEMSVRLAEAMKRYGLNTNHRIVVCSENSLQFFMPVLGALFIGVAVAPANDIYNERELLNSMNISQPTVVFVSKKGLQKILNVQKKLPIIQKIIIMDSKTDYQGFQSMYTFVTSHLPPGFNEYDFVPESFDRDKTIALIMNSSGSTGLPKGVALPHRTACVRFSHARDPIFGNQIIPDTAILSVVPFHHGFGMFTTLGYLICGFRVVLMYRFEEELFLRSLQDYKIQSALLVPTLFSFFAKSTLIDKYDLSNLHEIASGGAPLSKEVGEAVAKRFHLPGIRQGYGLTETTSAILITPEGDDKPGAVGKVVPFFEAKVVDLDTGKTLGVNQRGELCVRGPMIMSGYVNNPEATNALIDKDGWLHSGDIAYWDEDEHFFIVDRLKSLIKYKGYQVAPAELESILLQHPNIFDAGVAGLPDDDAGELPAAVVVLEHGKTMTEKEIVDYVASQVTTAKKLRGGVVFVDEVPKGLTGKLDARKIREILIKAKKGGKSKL
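Biochemical qHTS of compounds, final roughly 60 µM downward over six points, against 10 nM purified firefly luciferase using Km concentrations of substrates (10 uM D-luciferin, 10 uM ATP) in Tris acetate pH 7.5 buffer; luminescence output.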
VP16 counter = counter-screen for ROR gamma inhibitors: Gal4-VP16 reporter; 310,000 tested, 3.5% active; Potency, µM (doses to about 53.6 µM), inactives show at the highest dose activity, negative = inhibition, usual class: inhibitors; Drosophila S2 Gal4-VP16 UAS-luciferase, luminescence, 20 h;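 note: Gal4-VP16 expression switched on by copper sulfate through the metallothionein promoter; % is set by controls: 0 for no effect and ±100 for the full control effect; nearly all actives have a fitted effect of over 50% in size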
Rab9 prom act = activates the Rab9 promoter. Huh7 Rab9 promoter-luciferase reporter, luminescence, 24 h. Potency, µM (highest dose often 9.22 µM), for the others: top-dose activation, negative = inhibition, usual class: activators. 320,000 tested, 2.8% active; note: % of control where 0% means no effect; nearly all actives have a fitted effect of over 60% in size
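Cells were plated at 1500 per well in reduced-serum medium with 10% FBS and left 2 h. Compound in DMSO was then added for 24 h at 37 °C. Reporter signal was read by luminescence after 10 min with luciferase detection reagent.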
p53 reactivator = mutant p53 re-activation in reporter cells; H1299 p53-A138V BP100-luciferase reporter, luminescence, 24 h; 320,000 tested, 0.063% active; Potency, µM (series often up to 92.2 µM), for the others: at the top dose activity change, positive = activation, actives largely listed as activators; note: % of control where 0% means no effect; nearly all actives have a fitted effect of over 45% in size
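p53-null H1299 cells stably carrying temperature-sensitive p53-A138V and a BP100-luciferase reporter were pinned with compounds (4-point, 1:5 series) and held 24 hrs at 37 deg C. Luminescence was read 10 min after detection reagent.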
ELG1 genotox = induces genotoxicity in HEK293T cells with luciferase-tagged ELG1. HEK293T ELG1-luciferase reporter, luminescence, 16 h. Potency, µM (titrated, usually from 46 µM), without a hit: at the highest dose activity change, positive = activation, most hits filed as activators. 330,000 tested, 1.3% active. AID 504466; note: % of control where 0% means no effect; nearly all actives have a fitted effect of over 60% in size
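Reporter readout depends on ELG1 protein level, which increases with genetic stress. After 16 hr compound exposure at 37 °C, luciferase activity was quantified using ONE-Glo.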
BRCA1 expr up = BRCA1 expression activation; Potency, µM (titrated, usually from 46.1 µM), for the others: at the top dose activation, actives largely listed as activators; 380,000 tested, 1.1% active; MCF7-BRCA1-FFLuc reporter, luminescence, 48 h; response scale: scaled: vehicle 0%, 10 µM genistein 100%; note: nearly all actives have a fitted effect of over 80% in size; some results filed as inactive show a strong effect at the top dose
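MCF7 cells carrying a BRCA1-firefly luciferase reporter (2000 cells/well, phenol-red free MEM) were attached for 2 h at 37 °C, then given compounds for 48 h. Luminescence was read 15 min after luciferase reagent; activity normalized to genistein (10 microM) and DMSO.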
uPA surface inh = cell surface uPA generation inhibition; cell surface uPA generation assay, qHTS; Potency, µM (series often up to 38.3 µM), for inactives: at the top dose activity change, negative = inhibition, hits mostly inhibitors; AID 540303; 330,000 tested, 0.31% active; active = well fitted inhibition curve with a large enough effect; inconclusive = small, poorly fitted or top-dose-only effect; inactive = no such curve, though single readings can be large or run the other way; tested in mouse RAW 264.7 cells; note: % is set by controls: 0 for no effect and ±100 for the full control effect; nearly all actives have a fitted effect of over 55% in size
RORg inh = blocks mouse ROR gamma transcriptional activity. P51450. Potency, µM (top dose mostly 53.6 µM), for the others: at the top dose activity change, negative = inhibition, most hits filed as inhibitors. 310,000 tested, 5.4% active. Drosophila S2 Gal4-RORgamma UAS-luciferase reporter, 20 h; note: % is set by controls: 0 for no effect and ±100 for the full control effect; nearly all actives have a fitted effect of over 60% in size
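Using a luciferase readout, inhibitors were identified by reduced reporter activity in Drosophila cells coexpressing a copper-inducible Gal4–ROR gamma fusion and UAS-driven Photinus luciferase, incubated 20 hr after 700 uM copper sulfate.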
The depositor's hits bear a star; ? = inconclusive; · = no result given; & = joins results of further samples; [ ] = dose if it differs, or a comment. Unless noted, calls come from the whole dose curve; as a rule, active = well fitted curve in the direction sought with a large enough effect; inconclusive = small, poorly fitted or top-dose-only effect, or another doubt; inactive = no such curve, though single readings can be large; an effect the other way counts as inactive or inconclusive. Potency is the fitted concentration of half-maximal effect.

SMILES | MBNL1-CUG inh | NPC1 prom act | FLuc counter | VP16 counter | Rab9 prom act | p53 reactivator | ELG1 genotox | BRCA1 expr up | uPA surface inh | RORg inh
CC(C)OC12Oc3ccccc3C=C1N1CCC2CC1 (centres undefined) | 14% | 0% | 3% | 1% | -1% | 3% | 2% | 2% | -3% | -11%
CN=C(SCC(=O)c1cccc(Cl)c1)c1c(O)n(C)c(=O)n(C)c1=O | -6% | -2% | 1% | ? | -3% | 7% | 3% | -33% | -6% | 28%
CCc1ccccc1NC(=O)CNCc1ccccc1 | 4% | -3% | 3% | 4% | -2% | -5% | 0% | 5% | -5% | 33%
CC1CCN(S(=O)(=O)c2ccc(NN=C(C#N)C#N)cc2)CC1 | 15% | 0% | -3% | ? | -3% | 7% | -22% | · | · | ?
C[C@@H]1O[C@@H](O[C@@H]2C=C3CCC4C(CC[C@]5(C)[C@@H](c6ccc(=O)oc6)CC[C@]45O)[C@@]3(C)CC2)[C@H](O)[C@H](O)[C@H]1O (some centres undefined) | · | -33%[inhibitor] | -1% | · | -37%[inhibitor] | -7% | -50%[inhibitor] | · | -21% | ·
Cc1ccc(-c2nn(C)c(=O)c3ccccc23)cc1CNC(=O)/C=C/c1ccccc1 | 3% | -6% | ? | -11% | 10% | -9% | -6% | 0% | -3% | 15%
O=C1NCN(c2ccccc2)C12CCNCC2 | -15% | 2% | -2% | -2% | -1% | 4% | 1% | 1% | · | -15%
CN(C)CCNC(=O)c1cccn(Cc2cccc(C(F)(F)F)c2)c1=O | -2% | -1% | 1% | -3% | 2% | 2% | -1% | -9% | 0% | 3%
COc1cc2c(cc1OC)C(C1c3cc4c(cc3CCN1C)OCO4)OC2=O (centres undefined) | -3% | 0% | -1% | -4% | -3% | -1% | 1% | 3% | 0% | -6%
COc1ccc(CC(=O)N(C)C2CCCN(Cc3ccccc3F)C2)cc1OC (centres undefined) | 0% | -3% | -1% | 9% | 0% | · | 1% | -12% | 8% | -18%
CCc1cc(=O)oc2cc(OCC(=O)N3C[C@H]4C[C@@H](C3)c3cccc(=O)n3C4)ccc12 | 11% | -5% | 2% | 0% | -3% | 11% | 5% | -5% | -4% | -22%
O=C(Nc1ccc(Cl)cc1C(=O)c1ccccc1)c1ccc(Br)o1 | -10% | 0% | -7% | -8% | -8% | 2% | 0% | 19% | -5% | 3%
CN1C(=O)N(C)C(=O)C2(Cc3cc(NC(=O)c4ccccc4)ccc3N3CCCC32)C1=O (centres undefined) | 13% | 1% | -10% | -17% | 2% | 12% | 7% | 7% | 2% | 9%
O=C(Oc1ccc2cc(Br)ccc2c1)N1CCCCCC1 | 8% | ? | 6.7µM* | ? | 4µM* | ? | 23µM* | · | · | 38%
Cc1ccccc1-n1c(-c2ccoc2)nc2ccccc2c1=O | 5% | -3% | 4% | 0% | 6% | -11% | -7% | -3% | 1% | ?
Cn1cnc([N+](=O)[O-])c1Sc1nc2ccccc2[nH]1 | · | -11% | 5% | -24% | -8% | -8% | -2% | -30% | ? | 2%
CCCCC1(CCCC)C(=O)NC(=Nc2cccc(C)c2)NC1=O | 2% | -1% | -3% | -8% | -8% | -2% | -5% | -84% | 1% | -3%
O=C(CNc1ccccc1)N/N=C/c1c[nH]c2ccccc12 | -6% | -1% | -19% | 0% | 5% | 66% | -2% | -55% | ? | 89%
COC(=O)C1=C(c2ccc(Cl)c(C(F)(F)F)c2)C[C@@H]2CC[C@H]1N2C(=O)NCCOc1ccc(OC)cc1 | · | -7% | -2% | · | -8% | 4% | -7% | -89%[inhibitor] | ? | ·
CCNC(=O)NNC(=O)C1CC(c2cccnc2)=NO1 (centres undefined) | -3% | -2% | 1% | -5%[10 µM] | -3% | 4% | 1% | 1% | · | 7%
FC(F)(F)c1ccc2c(c1)nnn2C1CCN(Cc2nnnn2Cc2ccccc2)CC1 | 3% | 1% | 0% | -15% | 3% | 0% | -7% | 0% | 3% | 37%
CCOC(=O)C(O)(c1ccc(N(CC)S(=O)(=O)c2ccccc2)cc1)C(F)(F)F (centres undefined) | -12% | -5% | 1% | -5% | -4% | -21% | 1% | 1% | 3% | -19%
CCCCn1c(O)c(C(CC)=NCCc2ccccc2)c(=O)[nH]c1=O | -2% | · | 7% | -8% | · | · | · | 2% | -4% | 23%
O=C(Oc1c(Cl)cc(Cl)c2ccccc12)N1CCCCC1 | 0% | 6% | ? | ? | 0% | 10% | ? | 16% | -3% | 34%
Cc1sc2ccccc2c1CC1=NCCN1 | ? | 3%[46.1 µM] | 6% | -6% | -10%[46.1 µM] | -9% | 21% | 81% | ? | -23%
CC(=O)NCCc1c[nH]c2ccccc12 | -7% | 8%[46.1 µM] | -2% | -3%&-1% | 9%[46.1 µM] | · | 6% | -3% | 0% | 10%&0%
CCCC(=O)NC(Oc1ccccc1Cl)C(Cl)(Cl)Cl (centres undefined) | -12% | 6% | 2% | -5% | -3% | 17% | 2% | 4% | 0% | 8%
COc1ccc(N=Nc2c(O)[nH]c(=S)[nH]c2=O)cc1 | ? | 1.6µM* | 6µM* | ? | 1.8µM* | 27% | ? | · | -19% | -33%
CNCCc1c[nH]c2ccccc12 | -4% | -6% | -2% | 1% | -5% | 1% | 0% | -12% | 3% | 9%
CCNCCNc1ccc([N+](=O)[O-])c2cccnc12 | · | 0% | 1% | 20µM* | -5% | -5% | 8% | 76% | -1% | 2.8µM*
O=C(Cc1cccc(C(F)(F)F)c1)N1CCN(CC(=O)N2CCCC2)CC1 | · | 4% | 1% | · | -1% | -5% | -1% | -1% | -10% | ·
COc1ccc(-n2c(-c3ccccc3[N+](=O)[O-])nc3ccccc3c2=O)cc1 | 26% | 0% | 4% | -4% | -7% | -2% | -2% | -18% | -6% | 16%
CC(C)(C)NC(=O)CN1CCCN(C(=O)COc2ccc(Cl)c3ccccc23)CC1 | · | -2% | · | · | 2% | -15% | -4% | -41% | 2% | ·
O=C(COC(=O)Cc1ccccc1)Nc1ccc(Cl)cn1 | 4% | -1% | -14% | 4% | 13% | -1% | 3% | 5% | -5% | 1%
COc1ccc(-c2nc3ccccc3n2OC(=O)N(C)C)cc1 | 2% | 8% | ? | 14% | -1% | 7% | 14% | 47% | -8% | 0%
O=C1/C(=C/c2cccc([N+](=O)[O-])c2)N2CCC1CC2 | 8% | 0% | -7% | 6% | 1% | ? | -3% | 8% | -4% | -34%
COc1cc2c(cc1/C=C/[N+](=O)[O-])OCO2 | -5% | -8% | -8% | ? | -12% | -10% | 17% | · | -21% | 7.9µM*
O=c1[nH]c(=O)n(-c2ccc(F)cc2)c(O)c1/C=C1\C=Nc2ccccc21 | 9% | 1% | 6% | -11% | -4% | -6% | -1% | -6% | -5% | 3%
Cc1c(NC(=O)C(C)OC(=O)Cc2ccccc2)c(=O)n(-c2ccccc2)n1C (centres undefined) | -3% | -1% | 6% | -1% | 1% | -3% | 6% | -8% | · | 4%
COC(=O)[C@@]1(C#N)[C@@H]2C=CC(C(C)=O)=CN2[C@@H](C(N)=O)[C@@H]1c1ccc(F)cc1 | ? | 0% | 4% | -5% | 1% | -1% | 2% | 11% | -1% | 33%
c1ccc(-n2ccnc2)cc1 | -9% | 7% | -5% | -7% | -1% | 7% | -2% | 7% | 8% | -45%
COc1ccccc1N1CCN(Cc2cc(C)c(C)cc2O)CC1 | -4% | -1% | 1% | 12% | -6% | 1% | -8% | -35% | 1% | 32%
Cc1cccc(C)c1NC1=NCCCCS1 | -4% | -1% | 2%[2.3 µM] | -6% | -2% | -8% | -1% | 6% | 3% | -30%
O=C(N=Nc1c(O)[nH]c(=O)[nH]c1=O)C1COc2cc3ccccc3cc2O1 (centres undefined) | · | 10% | ? | -4% | 1% | 0% | -1% | 3% | 6% | 16%
COc1ccc(OC)c(N=Cc2c(O)[nH]c(=O)[nH]c2=O)c1 | -3% | 0% | 4% | -6% | -2% | 3% | -3% | 5% | -1% | 2%
CCOC(=O)N(CC)c1ccc(C(O)(C(=O)OC)C(F)(F)F)cc1 (centres undefined) | -1% | -3% | 1% | · | 0% | -2% | -1% | 7% | 4% | 5%[0.365 µM]
O=[N+]([O-])c1ccc(N2CCOCC2)c2ccncc12 | ? | 0% | 4% | 28% | -2% | -2% | -8% | -13% | -7% | 0%
Cc1cc(N2CCOCC2)nc2ccc(NC(=O)CCC(=O)N3CCC4(CC3)OCCO4)cc12 | -5% | 26% | 15µM* | 1% | 19% | ? | 12% | 104% | -1% | -1%
C[C@H]1[C@H](OC(=O)CCC(=O)NCc2ccc(C(=O)O)cc2)O[C@@H]2O[C@@]3(C)CC[C@H]4[C@H](C)CC[C@@H]1C24OO3 | 3% | -26% | -3% | 0% | -22% | ? | -5% | -6% | -10% | -5%
CCOP(=O)(OCC)C(Nc1cccc([N+](=O)[O-])c1)c1ccc(OC)cc1 (centres undefined) | ? | 3% | -1% | -6% | -1% | -2% | -4% | 0% | -4% | 11%

A portion of the library. The share of hits here may be higher or lower than overall.
